Assay outcomes: PubChem, Broad Institute
PAX8 inh HTS – lowers PAX8-driven luciferase in RMG-I cells. RMG-I TPO-luciferase reporter, SteadyGlo, 24 h. 1.2% of 360,000 active. inhibition, % at 12.6 µM;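 active means mean replicate inhibition at least 60% with every replicate also reaching 60%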;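 further: luciferase light reporting Pax8 driven TPO promoter activity; plate controls were median of neutral control wells for no effect and mitoxantrone controls for full effect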
FN deposit inh – fibronectin deposition inhibition; AH1F fibroblasts, Alexa488-fibronectin deposition fluorescence, overnight; inhibition, % at 12.6 µM; 0.086% of 350,000 active; AID 743247;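 active means mean inhibition across replicates of 30% or more, regardless of how many single replicates reach that level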;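 further: positive control wells lacked labelled fibronectin entirely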
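Material: AH1F fibroblast monolayer depositing Alexa488-labelled fibronectin into matrix | Input: 10000 AH1F cells/well | Medium: DMEM plus 2% serum, read in PBS | Reagent: Alexa488-fibronectin, 24 nM final in well | Compound dosing: One dose per compound, pinned | Schedule: 1 h adhesion, overnight exposure | Measured by: Fluorescence at 485 nm excitation, 525 nm emission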
PglD DTNB – PglD (C. jejuni) enzyme inhibition; 0.098% of 360,000 active; purified PglD enzyme, DTNB colorimetric CoA detection; inhibition, % at 12.5 µM; in the data active means inhibition above about 16%, passing the limit was not always enough; further: strong numbers were not always called active
PGC1a acetyl inh – PGC1a acetylation modulation, inhibitor mode; U2OS PGC1a acetylation, AlphaScreen anti-acetyl-lysine; with virally co-expressed GCN5 acetyltransferase; inhibition, % at 15.6 µM; 0.17% of 350,000 active;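 active means every replicate shows inhibition of at least 40%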;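 further: 0% = neutral control wells and 100% = positive control wells; some results beyond the cut were filed as inactive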
LGR2 inh – Drosophila LGR2 receptor signaling inhibition; HEK293 LGR2, CRE-luciferase, bursicon-stimulated, 4 h; inhibition, % at 9.99 µM; 0.35% of 380,000 active; AID 720647;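 active means drop in luminescence signal, shown as inhibition above about 50% in the replicate tests, limit read from the data, passing the limit was not always enough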;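 further: agonist challenge used bursicon conditioned medium at about half maximal strength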
S100A4 MyoIIA – S100A4-myosin IIA interaction inhibition. 0.14% of 360,000 active. S100A4/TAMRA-MyoIIA peptide fluorescence polarization. P26447. inhibition, % at 10.7 µM;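 active means mean inhibition of at least 70% across replicates, with every replicate also reaching that level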
Target sequence (P26447 whole entry, looked up): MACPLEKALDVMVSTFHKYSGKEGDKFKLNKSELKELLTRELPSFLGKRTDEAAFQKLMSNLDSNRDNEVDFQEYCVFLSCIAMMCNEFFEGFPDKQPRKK
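incubation = readout 5 min after mixing, signal stable up to 60 min | system = S100A4 monomer protein | buffer or medium = HEPES pH 7.2 with CaCl2, KCl, NaCl, DTT, Triton | benchmarks = neutral control DMSO, positive control TFP | also added = fluorescent myosin IIA peptide, 5 nM | compound dosing = one concentration per compound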
ERAP1 HTS inh – blocks human ERAP1 aminopeptidase activity; 0.15% of 340,000 active; AID 652197; recombinant ERAP1, Leu-AMC fluorescence, 60 min; Q9NZ08; inhibition, % at 10.7 µM;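 active means mean replicate inhibition of at least 30%, or all replicates individually reaching that 30% level; inactive means mean below 30% and not every replicate reaching it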;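 further: 0% = neutral control wells and 100% = L-leucinethiol positive control wells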
Target sequence (Q9NZ08 whole entry, looked up): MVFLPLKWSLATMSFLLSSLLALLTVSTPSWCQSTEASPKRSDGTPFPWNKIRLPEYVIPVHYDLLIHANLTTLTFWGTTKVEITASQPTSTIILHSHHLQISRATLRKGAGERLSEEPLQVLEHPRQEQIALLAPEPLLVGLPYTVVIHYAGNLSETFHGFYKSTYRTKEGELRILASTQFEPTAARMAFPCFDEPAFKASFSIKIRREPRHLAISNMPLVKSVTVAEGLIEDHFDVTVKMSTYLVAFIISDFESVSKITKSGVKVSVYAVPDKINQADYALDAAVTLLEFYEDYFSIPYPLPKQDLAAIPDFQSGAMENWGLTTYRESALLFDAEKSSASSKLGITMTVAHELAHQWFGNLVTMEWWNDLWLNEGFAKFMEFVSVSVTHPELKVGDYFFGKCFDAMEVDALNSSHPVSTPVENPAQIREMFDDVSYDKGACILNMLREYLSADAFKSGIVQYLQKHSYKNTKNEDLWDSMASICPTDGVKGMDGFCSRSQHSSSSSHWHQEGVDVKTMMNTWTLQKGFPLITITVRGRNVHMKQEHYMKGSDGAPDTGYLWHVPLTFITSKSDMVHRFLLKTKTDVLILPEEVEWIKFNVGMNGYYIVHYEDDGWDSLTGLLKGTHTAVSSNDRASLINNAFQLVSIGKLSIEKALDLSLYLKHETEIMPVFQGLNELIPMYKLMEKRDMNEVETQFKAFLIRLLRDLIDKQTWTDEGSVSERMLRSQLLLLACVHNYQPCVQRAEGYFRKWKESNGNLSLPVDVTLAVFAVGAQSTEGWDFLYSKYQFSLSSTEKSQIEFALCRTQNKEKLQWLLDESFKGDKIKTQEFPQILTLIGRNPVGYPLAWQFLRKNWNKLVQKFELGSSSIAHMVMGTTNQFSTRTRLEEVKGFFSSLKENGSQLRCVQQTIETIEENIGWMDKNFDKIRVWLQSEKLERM
EWS-Fli block – EWS/Fli transcriptional activity inhibition; inhibition, % at 12.6 µM; 0.67% of 350,000 active; A673 NR0B1-luciferase reporter, viability-normalised; AID 651661;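 active means mean inhibition of at least 50% after viability correction, with every replicate also passing that limit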;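 further: firefly luciferase signal divided by Alamar Blue viability fluorescence both relative to DMSO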
Starred values were filed as active, the others as inactive; x = no result given; & = joins results of further samples. No enrichment for hits (roughly 2.1% active in at least one column).

SMILES	PAX8 inh HTS	FN deposit inh	PglD DTNB	PGC1a acetyl inh	LGR2 inh	S100A4 MyoIIA	ERAP1 HTS inh	EWS-Fli block
O=C(N[C@@H]1CC[C@@H](CCNS(=O)(=O)c2ccccc2)O[C@H]1CO)c1cnccn1	-1.5	0.1	1.9	0.0	3.5	5.5	-1.5	-2.0
CN1CCC(=NNC(=O)C(=O)NC(C)(C)C)CC1	x	x	-4.0	-9.2	-6.6	-14.0	-2.2	4.1
COCC#Cc1cnc2c(c1)C(=O)N([C@H](C)CO)C[C@@H](C)[C@@H](CN(C)C(=O)Nc1c(C)noc1C)O2	x	13.0	-1.4	1.4	-13.8	4.3	-0.3	-5.5
Cc1ccc(S(=O)(=O)N2C[C@H]3C(=O)C[C@@H](c4cccs4)N(S(=O)(=O)c4ccc(C)cc4)[C@H]3C[C@H]2c2ccccc2)cc1	-3.3	8.3	0.7	10.8	-3.5	-3.8	-0.5	-5.8
CN1CCN(CCC(=O)Nc2cccc(Br)c2)CC1	5.7	8.8	x	10.0	x	0.6	0.9	3.2
Cc1nn(C(C)C(=O)NC(C)CCc2ccccc2)c(=O)c2cc3occc3n12 (stereo unspecified)	8.6	18.2	9.2	6.8	-5.7	8.3	7.4	-7.7
COc1ccc(OC)c(NC(=O)c2ccc(OC3CSC3)cc2)c1	-19.5	x	-1.0	4.4	-9.0	-1.6	1.0	-5.4
O=C(C=C(C(=O)c1ccccc1)c1ccccc1)c1ccccc1	17.4	7.4	5.6	11.3	11.9	-2.6	-2.0	12.2
Cc1ccc(/C=C/S(=O)(=O)NCCC(=O)NCc2ccc(F)cc2)cc1	-6.3	2.7	-0.8	4.5	-18.4	3.5	-3.6	-2.8
COc1ccc(NS(=O)(=O)c2ccc(C)c(C(=O)NCCCN3CCCC3=O)c2)cc1	-0.5	-8.8	3.4	1.1	-4.2	11.0	1.2	-0.6
O=C(Nc1cccc(C(=O)N2CCOCC2)c1)C1CCCC1	-8.6	7.2	-0.2	4.1	-18.7	2.2	x	-9.0
CC1(C(=O)Nc2ccc3c(c2)OCO3)Cc2c(-c3ccc4c(c3)OCO4)ccnc2O1 (stereo unspecified)	x	20.2	-1.8	2.1	-8.8	-0.1	-2.4	-23.3
COc1ccc(S(=O)(=O)N2CCCC(C(F)(F)F)C2)cc1 (stereo unspecified)	19.3	2.2	0.3	x	-8.5	-5.4	-1.7	12.3
C[C@@H]1CN([C@@H](C)CO)C(=O)c2cc(Br)cnc2O[C@@H]1CN(C)C(=O)c1ccccn1	2.3	26.4	-3.9	9.3	10.7	6.3	2.2	2.5
Cn1c2ccccc2c(=O)c2ccc(C#Cc3ccc(N)cc3)cc21	-41.1	-9.8	4.3	x	x	-9.0	-1.2	-52.6
Brc1ccc(-c2ccc(/C=N/Nc3nc(N4CCOCC4)nc(N4CCOCC4)n3)o2)cc1	31.8	11.6	1.6	10.8	11.8	-11.6	2.5	3.9
CN(C)CCN(C(=O)c1cccs1)c1nc2cc3c(cc2s1)OCCO3	-71.6	-7.7	-1.4	1.9	-7.2	-2.1	-0.1	x
CCOc1ccccc1/C=C/c1onc(C)c1S(=O)(=O)N1CCC(C(=O)NC(C)(C)C)CC1	-1.3	1.4	-0.7	x	18.7	-3.5	-3.7	x
O=C(Nc1nc2nccc(-c3ccccc3)n2n1)c1ccc(F)cc1	4.7	-2.7	-6.9	8.0	-21.8	x	x	x
C[C@@H]1CN([C@@H](C)CO)C(=O)c2cccc(NC(=O)C3CC3)c2O[C@H]1CN(C)Cc1ccc(Oc2ccccc2)cc1	x	x	-2.8	2.2	-1.2	-7.0	3.5	2.0
O=S(=O)(c1ccccc1)c1nnn2c1nc(NC1CCN(Cc3ccccc3)CC1)c1cc(Cl)ccc12	28.9	2.7	0.3	-5.8	0.3	2.8	1.7	x
CC(C)(C)C(=O)Nc1nnc(SCc2cccc(F)c2)s1	-198.6	0.7	x	1.2	-255.3	3.2	2.5	-54.7
Cc1noc(C)c1S(=O)(=O)N(C)C[C@@H]1Oc2ccc(NC(=O)Nc3ccc4c(c3)OCO4)cc2C(=O)N([C@@H](C)CO)C[C@@H]1C	x	-0.9	-3.3	1.8	-19.0	-11.1	-0.2	-2.2
COc1ccc(CCC(=O)N2CCN(S(=O)(=O)c3cccc(C(F)(F)F)c3)CC2)cc1OC	5.6	-0.5	x	0.5	-2.5	0.2	-3.9	5.5
COCC(=O)N1CC[C@H]2[C@@H]1c1cc(-c3ccc(OC)cc3)ccc1N(C)[C@H]2CO	-53.5	18.4	1.7	-3.5	12.0	-35.1	1.0	1.2
Cc1ccc(O)c(-c2cc(-c3cccc(F)c3)n[nH]2)c1	-72.0	10.7	6.2	-7.5	x	x	x	x
O=C(C[C@@H]1CC[C@@H](NC(=O)Nc2ccccc2F)[C@H](CO)O1)NCc1ccccc1	-1.4	x	2.8	1.5	18.1	7.2	-0.1	0.0
COc1cc(NS(=O)(=O)c2ccc(NC(=O)CN3C(=O)c4ccccc4C3=O)cc2)nc(OC)n1	7.7	-5.7	x	x	7.6	-0.9	-0.4	3.7
COc1ccc(/C=N/N=C2/NC(=O)C(CC(=O)O)S2)cc1OCc1ccccc1Cl (stereo unspecified)	2.0	-0.6	-24.0	2.7	7.9	x	x	x
Cc1ccc(S(=O)(=O)NC(=O)NCc2ccc(F)cc2)cc1	8.5	3.8	x	-0.4	-23.5	2.6	-6.9	-17.5
CCN(CC)CCC(C)OC(=O)c1ccc(O)cc1O (stereo unspecified)	-28.7	x	-1.7	-7.0	-5.6	-3.3	-3.1	-3.5
O=C(CSc1nc2ccccc2[nH]1)NCc1ccccc1	-35.6	6.2	-1.6	11.2	x	6.2	-2.1	-34.5
CNC[C@H]1Oc2c(NC(=O)Nc3ccc(C(F)(F)F)cc3)cccc2C(=O)N([C@@H](C)CO)C[C@@H]1C	-35.7	8.5	4.8	-12.6	21.8	-0.6	-31.1	-14.9
CCC(O)CNc1nc(-n2nc(C)cc2C)nc2sc3c(c12)CC(C)(C)OC3 (stereo unspecified)	x	x	-0.6	14.7	-9.7	2.9	-1.6	14.8
COc1cccc(CNc2cc(C)ccn2)c1O	-53.2	-3.2	1.5	2.1	-33.9	-0.8	1.5	-59.5
CC(C)CC#Cc1ccc([C@H]2[C@@H](CO)N3CCCCN(C(=O)c4ccc5c(c4)OCO5)C[C@@H]23)cc1	19.0	x	0.4	0.9	17.2	11.0	0.1	1.6

3 of the compounds above, as labelled records.
> CNC[C@H]1Oc2c(NC(=O)Nc3ccc(C(F)(F)F)cc3)cccc2C(=O)N([C@@H](C)CO)C[C@@H]1C
- PAX8 inh HTS = -35.7
- FN deposit inh = 8.5
- PglD DTNB = 4.8
- PGC1a acetyl inh = -12.6
- LGR2 inh = 21.8
- S100A4 MyoIIA = -0.6
- ERAP1 HTS inh = -31.1
- EWS-Fli block = -14.9

> O=C(CSc1nc2ccccc2[nH]1)NCc1ccccc1
- PAX8 inh HTS = -35.6
- FN deposit inh = 6.2
- PglD DTNB = -1.6
- PGC1a acetyl inh = 11.2
- LGR2 inh = x
- S100A4 MyoIIA = 6.2
- ERAP1 HTS inh = -2.1
- EWS-Fli block = -34.5

> COCC(=O)N1CC[C@H]2[C@@H]1c1cc(-c3ccc(OC)cc3)ccc1N(C)[C@H]2CO
- PAX8 inh HTS = -53.5
- FN deposit inh = 18.4
- PglD DTNB = 1.7
- PGC1a acetyl inh = -3.5
- LGR2 inh = 12.0
- S100A4 MyoIIA = -35.1
- ERAP1 HTS inh = 1.0
- EWS-Fli block = 1.2

Further records
SMILES	PAX8 inh HTS	FN deposit inh	PglD DTNB	PGC1a acetyl inh	LGR2 inh	S100A4 MyoIIA	ERAP1 HTS inh	EWS-Fli block
N#Cc1ccc(-c2ccc([C@@H]3[C@@H](CO)N4C(=O)CN(C(=O)C5CCC5)C[C@H]34)cc2)cc1	-4.3	-1.1	x	0.4	11.2	7.1	-1.2	22.4
COc1ccccc1CCc1nnc(CCC(=O)NCC[C@@H]2C[C@@H]3C=C[C@H]2C3)o1	-12.1	x	1.2	-22.0	-5.7	-0.5	-1.4	-23.5
COc1cccc(CC(=O)N2CCC(n3nccc3NC(=O)C3CCOC3)CC2)c1 (stereo unspecified)	-17.8	-3.0	-1.8	x	-3.9	2.7	-5.6	x
COC(=O)Cc1ccc(OCC(=O)NC2CCCC2)cc1	-7.5	-1.2	2.8	x	-5.4	0.2	1.3	-2.3
NC(CO)c1cn([C@@H](CCC(=O)O)C(=O)N2CCNCC2)nn1 (stereo partly specified)	-6.6	11.6	-5.0	5.7	-16.7	-1.0	-0.9	-1.8
COc1ccc(C(=O)NNC(=O)CSc2nnnn2-c2cc(OC)cc(OC)c2)cc1	10.1	-2.3	-1.6	x	-9.4	-0.2	3.3	8.2
CCCNC(=O)Nc1ccc2c(c1)OC[C@H](C)N(Cc1ccccn1)C[C@H](C)[C@@H](OC)CN(C)C2=O	x	-2.5	x	-16.7	-8.2	-4.1	2.8	-1.8
C[C@@H]1CN([C@@H](C)CO)C(=O)c2cc(C#CC3CC3)cnc2O[C@@H]1CN(C)C	x	3.3	-0.2	-11.5	4.9	-5.2	-0.4	-6.3
C[C@@H]1CN([C@H](C)CO)S(=O)(=O)c2ccc(C#C[C@@H](C)O)cc2O[C@H]1CN(C)C(=O)C1CCC1	x	x	-5.2	-7.9	7.3	1.8	-1.4	-0.1
O=C1NCCCCC1NS(=O)(=O)c1ccc(Cl)cc1 (stereo unspecified)	-4.5	4.9	1.8	-3.6	-0.2	13.6	0.4	-0.5
C[C@H]1CN([C@@H](C)CO)C(=O)c2cc(NC(=O)C3CC3)ccc2O[C@H]1CN(C)C(=O)NC1CCCCC1	x	x	7.9	-16.3	7.3	8.5	-1.2	3.1
CCOC(=O)c1cc2occc2n1Cc1ccc(F)cc1	-21.2	-11.5	5.1	-20.1	x	x	x	x
CCC(C)Sc1nnc(NS(=O)(=O)Cc2ccccc2)s1 (stereo unspecified)	-9.0	-5.3	-0.7	25.0	-5.2	2.8	1.6	2.5
CO[C@H](CN(C)CC1CCOCC1)[C@@H](C)CN(C(=O)Nc1ccc(F)cc1)[C@@H](C)CO	x	1.5	2.4	6.2	16.3	7.2	0.5	0.6
C[C@@H]1CN([C@H](C)CO)C(=O)CCCn2cc(nn2)CO[C@H]1CN(C)S(=O)(=O)c1ccc(-c2ccccc2)cc1	8.4&17.1	-8.6	-1.5&-0.5	-15.5&4.1	-11.1	-1.5&-8.8	3.3&0.2	2.1&7.7
CCCN1C[C@H](C)[C@@H](OC)CN(C)C(=O)c2ccc(NC(=O)C3CCC3)cc2OC[C@@H]1C	x	-6.1	0.9	4.8	22.3	10.1	0.4	-4.1
Cc1ccc(S(=O)(=O)Nc2ccc3c(c2)C(=O)N([C@@H](C)CO)C[C@H](C)[C@@H](CN(C)S(=O)(=O)c2c(C)noc2C)OCCCC[C@@H](C)O3)cc1	4.3	-2.1	-1.7	18.4	0.2	35.1	-4.4	18.5
O=C(O)c1nn(-c2ccc(Cl)cc2)ccc1=O	5.4	-5.7	-0.1	-4.2	x	x	x	x
C[C@@H]1CN([C@@H](C)CO)C(=O)Cc2cc(NC(=O)C3CC3)ccc2O[C@H]1CN(C)S(=O)(=O)c1cccs1	0.0	x	2.6	14.2	-5.0	-1.0	1.7	-9.7
COC(=O)c1ccc2c(=O)n(-c3ccccc3)c(=S)[nH]c2c1	-5.8	-5.6	x	-8.4	-2.7	4.2	-0.5	-1.9
COc1ccc(-c2ccc([C@@H]3[C@@H](CO)N4C(=O)CN(C(=O)C5CCC5)C[C@H]34)cc2)cc1	6.5	1.9	x	-6.6	1.2	20.7	-0.7	5.2
COc1ccc(NC(=O)NCCCN2CCCC2=O)cc1	-19.5	-22.1	1.5	2.6	3.4	5.7	-2.6	-18.0
Cc1ccc(S(=O)(=O)n2nc(OC(=O)C(C)(C)C)cc2N)cc1	-15.6	14.3	-3.0	-3.1	x	x	x	x
